Mm-Cpn inhibitor = Inhibitors of TCP-1 ring complex (TRiC) of Methanococcus maripaludis (MmCpn): qHTS; purified Mm-Cpn ATPase, ADP Transcreener TR-FRET; Potency, µM (titrated, usually from 76.9 µM), inactives show at the top dose activity, negative = inhibition, hits mostly inhibitors; actives 0.031% (n = 330,000); AID 504842, 2011; further: potency means the concentration at half of the fitted maximal effect; on the % scale 0 is the no-effect control and ±100 the full control effect; nearly all actives have a fitted effect of over 80% in size
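Inhibition of chaperonin ATP hydrolysis is measured as reduced ADP production, detected by competitive TR-FRET in which signal falls with ADP. Final enzyme 25 nM and ATP 10 uM, reacted 30 min at 37°C.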
Nrf2 block = Nrf2 qHTS screen for inhibitors; AID 504444, 2011; actives 2.1% (n = 360,000); A549 ARE-Fluc reporter, luciferase luminescence, 18-24 h; Potency, µM (highest dose often 46 µM), for inactives: at the highest dose activity change, negative = inhibition, most hits filed as inhibitors; further: potency means the concentration at half of the fitted maximal effect; on the % scale 0 is the no-effect control and ±100 the full control effect; nearly all actives have a fitted effect of over 60% in size
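Nrf2 function is reported as luminescence of an ARE-controlled luciferase in A549 cells. Compounds were tested at several concentrations, and a CellTiter-Fluor read on the same wells flagged cytotoxicity.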
HepG2 tox = qHTS for Inhibitors of TGF-b: Cytotox Counterscreen; actives 0.76% (n = 410,000); HepG2 CAGA-GFP viability, ATP luminescence, 18 h; Potency, µM (series often up to 46.1 µM), without a hit: at the highest dose activity change, negative = cytotoxicity, hits mostly cytotoxic; AID 588856, 2011; further: potency means the concentration at half of the fitted maximal effect; some results filed as inactive show a strong effect at the top dose
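CellTiter-Glo luminescence gave cytotoxicity after 18 hours at 37 degrees C. The cells were HepG2 CAGA-GFP in 1% FBS DMEM, stimulated with 500 pg/mL TGF-beta after compound addition. %Activity was normalised to no-cell wells (complete cell-killing) and DMSO (no toxicity), and curves were fitted and classified.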
CCT modulator = High-Throughput Screening for Modulators of Cytosolic Chaperonin Activity | purified chaperonin ATPase assay, HTRF ADP detection, 30 min | activity change, % (no concentration beside the values), hits read low | actives 0.3% (n = 360,000) | AID 651819, 2012; in the data active means activity change below about -30%; further: on the % scale 0 is the no-effect control and ±100 the full control effect
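First, chaperonin was dispensed at 40 nM or 20 nM final depending on batch activity. Next, compounds were pinned at 76 uM and ATP added at 10 uM. After 30 min at 37 °C, ADP detection reagents ran 30 min at ambient temperature.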
Nrf2 ARE act = qHTS of Nrf2 Activators; Potency, µM (series often up to 46.1 µM), for the others: at the highest dose activation, most hits filed as activators; actives 0.31% (n = 410,000); AREc32 ARE-luciferase reporter (MCF7-derived line), luminescence, 24 h; further: potency means the concentration at half of the fitted maximal effect; % of control where 0% means no effect; nearly all actives have a fitted effect of over 65% in size
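Each well held 1000 AREc32 cells, which were incubated with compound for 24 hr at 37 deg C after overnight attachment, and ARE reporter activity was quantified by firefly luciferase luminescence.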
A549 viability = Nrf2 qHTS screen for inhibitors: counterscreen for cytotoxicity; Potency, µM (highest dose often 46 µM), without a hit: at the top dose activity change, negative = cytotoxicity, usual class: inhibitors; actives 0.16% (n = 390,000); A549 ARE-Fluc cells, CellTiter-Fluor viability, 18-24 h; further: potency means the concentration at half of the fitted maximal effect; on the % scale 0 is the no-effect control and ±100 the full control effect
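Cytotoxicity counterscreen: CellTiter-Fluor fluorescence was measured in A549 ARE_Fluc cells after 18-24 h of compound exposure in a concentration series. The subsequent BugLite luminescent read reports ARE-luciferase activity.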
TGFb SMAD3 inh = qHTS for Inhibitors of TGF-b; HepG2 CAGA-GFP TGF-b/SMAD3 reporter, GFP fluorescence, 18 h; TGF-beta stimulated, 500 pg/mL final; Potency, µM (highest dose often 46.1 µM), for inactives: top-dose activity, negative = inhibition, most hits filed as inhibitors; actives 1.2% (n = 410,000); further: potency means the concentration at half of the fitted maximal effect; on the % scale 0 is the no-effect control and ±100 the full control effect; nearly all actives have a fitted effect of over 65% in size
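First, reporter cells (HEPG2 CAGA-GFP) rested 2 h at 37 degrees C. Next, compounds were pinned in and TGF-beta added to 500 pg/mL final. After 18 h, GFP was imaged per cell and summed per well.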
ATXN viability = Viability Counterscreen for Primary qHTS for Inhibitors of ATXN expression. AID 651635, 2014. S2 cells (HEK-293 line with an ATXN2-luciferase reporter) viability, CellTiter-Fluor protease fluorescence, 24 h. actives 0.49% (n = 400,000). Potency, µM (top dose mostly 56.7 µM), hits mostly cytotoxic; further: potency means the concentration at half of the fitted maximal effect; nearly all actives have a fitted effect of over 40% in size
Akt phos inh = HTS Assay for Inhibitors of Akt Phophorylation: Primary Screen | actives 0.32% (n = 360,000) | AID 651550, 2012 | activity change, % for hits at 50 µM | Neuro2A IGF-stimulated pAkt S473 HTRF, 20 min; active compounds read low; in the data active means activity change below about -80%; inconclusive means mostly about -51% to -80%; further: on the % scale 0 is the no-effect control and ±100 the full control effect
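Neuro2A cells (4,500/well, DMEM with 0.5% FBS) were treated with compound at a single 50 µM final concentration, stimulated with 6 nM IGF for 20 min at 37 °C, and lysed. Phospho-Akt Ser473 was read by HTRF as 665/615 ratio ×10^4.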
Active calls of the source: *; i = inactive; ? = inconclusive; . = not tested or not shown; & = joins results of further samples. Unless noted, the call rests on the fitted dose curve; in most records, active means well fitted curve in the direction sought with a large enough effect; inconclusive means small, poorly fitted or top-dose-only effect, or another doubt; inactive means no such curve, though single readings can be large; an effect the other way counts as inactive or inconclusive.

Each structure is followed by: ATXN viability, Nrf2 block, TGFb SMAD3 inh, Nrf2 ARE act, A549 viability, CCT modulator, Akt phos inh, Mm-Cpn inhibitor, HepG2 tox
COCCn1c(=O)[nH]c2cc(C(=O)NCc3ccccc3Cl)ccc2c1=O
 : i, ?, -6%, 0.0%, -3%, ., ., ., -1%
CC(C)(C)Sc1ccc(N)nc1
 : i, 19%, -1%, 1.6%, -22%, 0.2, i, -2%, -4%
Cc1ccc(-n2cccc2C(=S)N=P(N(C)C)(N(C)C)N(C)C)cc1
 : ?, ?, ?, 0.1%, -14%, -0.5, i, -1%, -62%
O=C1/C(=C\c2ccccc2)SC(=S)N1CCC(=O)N1CCCCC1CCO (stereo unspecified)
 : ?, 13%, -14%, 16%, 2%, -2.3, i, 1%, -8%
CCn1c(C)c(C2N3CC4(C)CN2CC(C)(C3)C4=O)c2ccccc21 (stereo unspecified)
 : i, -3%, 23%, -0.3%, 0%, ., ., ., 17%
Cc1cc(C)c(NC(=O)Cn2nc(-c3ccccc3)nc2-c2ccccc2)c(C)c1
 : i, 0%, -18%, -0.1%, 3%, -6.1, i, -3%, -5%
CC1(Cc2cccc(F)c2)C(=O)Nc2ccc(S(=O)(=O)NC3CCCCC3)cc21 (stereo unspecified)
 : ?, ., -24%, 3.9%, ., -0.3, i, ., -27%
CCOP(=O)(OCC)c1nc(-c2cccc3ccccc23)oc1N1CCOCC1
 : ., -26%, -4%, -0.4%, -14%, -4.2, i, -22%, -23%
COc1ccccc1Cn1cc(C(=O)c2ccc(Cl)cc2)c(=O)c2ccccc21
 : ., ?, ?, 1.1%, ?, ., ., ., -92%
Cc1ccc([C@H]2C(C(=O)O)=CC[C@@H](c3ccc(C)cc3)N2S(=O)(=O)c2ccccc2C)cc1
 : ?, -10%, -8%, -0.5%, -6%, -2.2, i, -1%, -29%
O=C(NCc1ccccc1)c1ccc(CS(=O)(=O)Cc2ccccc2F)o1
 : ?, 1%, -7%, -0.9%, 15%, 0.2, i, 1%, -2%
Cc1ccc(N(Cc2ccco2)C(=O)c2ccc(N3CCCCC3)c([N+](=O)[O-])c2)cc1
 : i, ?, ?, 3.0%, -3%, 1.0, i, 0%, -4%
COc1ccc(OC)c(S(=O)(=O)Nc2ccccc2C(=O)O)c1
 : i, 17%, 8%, -0.1%, -1%, -0.6, i, 2%, 0%
CCC(=O)Nc1nn(CC(C)C)c2nc3ccc(C)cc3cc12
 : i, 1%, -9%, 0.7%, 0%, 0.7, i, 1%, -30%
Cc1ccccc1N1CCN(C2CCCN(C(=O)CCC(=O)N(C)C)C2)CC1 (stereo unspecified)
 : i, -3%, 6%, -1.0%, 1%, 1.7, i, 1%, 6%
CC(C)(C)C(=O)NC1CCN(S(C)(=O)=O)CC1
 : i, 12%, 1%, 0.3%, -3%, 0.0, i, 0%, -4%
Cc1nnc(NC(=O)CSc2cn(CCNC(=O)c3ccccc3)c3ccccc23)s1
 : ., 8%, -2%, 0.7%, 1%, 3.3, i, -1%, -1%
Cc1cccc(NC(=O)CNC(=O)c2ccc(-n3cncn3)c([N+](=O)[O-])c2)c1C
 : i, 11%, -3%, -0.4%, 0%, 0.5, i, 0%, 2%
O=C(CS(=O)(=O)c1c[nH]c2ccccc12)NC1CCCCC1
 : i, 9%, -5%, -0.1%, -7%, 0.5, i, 1%, -6%
CCCCC(CC)C(=O)Nc1cc(C(=O)NCc2ccc(C)cc2)ccc1N1CCC2(CC1)CC(c1cccc(Br)c1)=NO2 (stereo unspecified)
 : i, 21%, -1%, -0.2%, 0%, -0.5, i, -7%, -7%

Other compounds follow.
Each structure is followed by: ATXN viability, Nrf2 block, TGFb SMAD3 inh, Nrf2 ARE act, A549 viability, CCT modulator, Akt phos inh, Mm-Cpn inhibitor, HepG2 tox
COc1ccc(CNC(=O)/C(C)=C\C(=O)O)cc1
 : i, 19%, -16%, 8.6%, 0%, -4.3, i, 0%, 12%
CCc1ccc(N=CC23c4ccccc4C(c4ccccc42)C2C(=O)N(c4ccc(OC)cc4)C(=O)C23)cc1 (stereo unspecified)
 : i, ?, ?, -0.8%, ?, 2.8, i, 1%, -28%
CN(C)CCOCCOc1ccc(Cl)c2ccccc12
 : ., 5%, 10%, 0.8%, -1%, 1.5, i, -1%, -19%
COc1ccc(N(CC(=O)Nc2cccc(N(C)S(C)(=O)=O)c2)S(=O)(=O)c2ccc(F)cc2)cc1
 : i, ?, ?, -0.9%, 0%, -1.2, i, 0%, -30%
CC(=O)NC1=NN(C(C)=O)C(C)(c2cccs2)S1 (stereo unspecified)
 : i, -26%, -16%, -0.1%, ?, -0.9, ., -1%, -31%
CCC1c2ccc(C)n2CCN1C(=O)Nc1cc(Cl)ccc1OC (stereo unspecified)
 : i, 8%, 1%, 19%, 2%, -0.4, i, 1%, -35%
CCCn1nnnc1SCC(=O)NCc1ccc2c(c1)OCO2
 : i, -2%, -12%, 0.3%, -12%, -1.6, i, -1%, -2%
CCCOC(=O)c1c(NC(=O)c2nc3ncccn3n2)sc(C(=O)OCC)c1C
 : i, 11%, -18%, -0.1%, -1%, ., ., ., 2%
COC(=O)c1ccc(OCC(O)CN2C(=O)c3ccccc3C2=O)cc1 (stereo unspecified)
 : i, 4%, 6%, -0.6%, 4%, 0.1, i, -5%, 10%
Cc1nnc(SCC(=O)N(C(C)C)C(C)C)nc1C
 : i, 5%, -4%, 0.0%, -7%, -13, i, 2%, -21%
Cc1ccccc1CN1CCC(n2nccc2NC(=O)c2cccnc2)CC1
 : i, -2%, -18%, -0.1%, -1%, -2.0, i, -7%, -1%
CN(C)C(CNC(=O)CCc1c[nH]c2ccccc12)c1ccccc1 (stereo unspecified)
 : i, 0%, -5%, 0.0%, ?, 1.4, i, -1%, -38%
CCc1cccc(OCC(=O)Nc2ccc(S(=O)(=O)Nc3cc(C)nc(C)n3)cc2)c1
 : i, 4%, 1%, 0.5%, 5%, ., ., ., -10%
CCc1cc(C(=O)Nc2cc(S(=O)(=O)N(CC)CC)ccc2N2CCN(C)CC2)sc1C
 : i, -9%, ?, -0.3%, -2%, 3.2, i, -2%, -20%
COc1ccc(NC(=O)/C(N=Nc2cc(S(=O)(=O)Nc3ccc(OC)cc3)ccc2OC)=C(\C)O)cc1
 : ?, ?, 6%, 0.1%, -8%, 0.1, i, -1%, -10%
COc1ccc(-c2ccc(OC)c(OC)c2OC)c(OC)c1OC
 : i, 2%, -15%, 0.5%, 0%, -0.8, i, ., -3%
CCCc1ccc(-c2csc(NC(=O)Cc3cccs3)n2)cc1
 : i, ?, -14%, 0.5%, ?, -4.4, -105%*, 3%, -6%
COc1cc(OC)c2c(-c3ccccc3)cc(=O)oc2c1C(CCN1CCCCC1)c1ccc(N(C)C)cc1 (stereo unspecified)
 : 22µM*, -3%&7%, ?, -0.1%, -7%&-11%, -2.2, i, 0%, -70%&-83%
COc1cc(NC(=O)C2=CC(c3ccco3)=NS(=O)(=O)N2C)cc(OC)c1OC
 : i, -15%&-7%, 2%&18%, 0.5%&0.7%, -7%&12%, -0.9, i, 0%, 2%&4%
Cc1ccc2cc(C)c3nnc(SCC(=O)NCc4ccco4)n3c2c1
 : i, -15%, -8%, -0.3%, -1%, 0.0, i, -2%, -5%

Other structures:
Each structure is followed by: ATXN viability, Nrf2 block, TGFb SMAD3 inh, Nrf2 ARE act, A549 viability, CCT modulator, Akt phos inh, Mm-Cpn inhibitor, HepG2 tox
CCC1=Nc2cc(C(=O)NCC3CCCO3)ccc2Sc2ccc(Cl)cc21 (stereo unspecified)
 : ?, ?, ?, -1.0%, -16%, -0.5, i, -2%, -19%
Cc1ccc(-n2c3c(c(=O)[nH]c2=O)C(NS(=O)(=O)c2ccc(Cl)cc2)(C(F)(F)F)C(=O)N3)cc1 (stereo unspecified)
 : i, 2%&1%, 5%&-3%, -0.7%&0.5%, 0%&-8%, 0.6, i, 0%, -11%&-8%
COc1ccc(C)cc1NC(=S)NNC(=O)c1ccccc1Cl
 : i, 4%, ?, -0.3%, -3%, 0.3, i, -5%, -16%
O=C(Cc1ccc(F)cc1)Nc1cccc(S(=O)(=O)N2CCCC2)c1
 : i, -22%, -9%, 0.0%, 2%, -0.1, i, 2%, 7%
O=c1c2ccccc2ncn1-c1ccccc1F
 : i, -2%, 15%, 0.0%, 3%, 0.1, i, -2%, 12%

Single records, from the list above. Order of screens: ATXN viability | Nrf2 block | TGFb SMAD3 inh | Nrf2 ARE act | A549 viability | CCT modulator | Akt phos inh | Mm-Cpn inhibitor | HepG2 tox
Profile of CCC1c2ccc(C)n2CCN1C(=O)Nc1cc(Cl)ccc1OC (stereo unspecified) : i | 8% | 1% | 19% | 2% | -0.4 | i | 1% | -35%
Profile of Cc1ccc(-n2c3c(c(=O)[nH]c2=O)C(NS(=O)(=O)c2ccc(Cl)cc2)(C(F)(F)F)C(=O)N3)cc1 (stereo unspecified) : i | 2%&1% | 5%&-3% | -0.7%&0.5% | 0%&-8% | 0.6 | i | 0% | -11%&-8%
Profile of CCc1cccc(OCC(=O)Nc2ccc(S(=O)(=O)Nc3cc(C)nc(C)n3)cc2)c1 : i | 4% | 1% | 0.5% | 5% | . | . | . | -10%
Profile of CC1(Cc2cccc(F)c2)C(=O)Nc2ccc(S(=O)(=O)NC3CCCCC3)cc21 (stereo unspecified) : ? | . | -24% | 3.9% | . | -0.3 | i | . | -27%
Profile of Cc1ccc(-n2cccc2C(=S)N=P(N(C)C)(N(C)C)N(C)C)cc1 : ? | ? | ? | 0.1% | -14% | -0.5 | i | -1% | -62%

Assay outcomes (PubChem)

Rows were taken by chance; overall some 4.4% were active at least once.
